NCI-60 one-dose screen, 48 h, at 10 µM unless noted. Numbers give growth in % (100 = growth as untreated, 0 = no growth, -100 = all killed).
ACHN – ACHN renal cancer | AID 1794771 | 81,000 tested, 4.9% active
NCI/ADR-RES – NCI/ADR-RES ovarian cells; 81,000 tested, 4.4% active
NCI-H460 – NCI-H460 lung cancer. 82,000 tested, 6.8% active
NCI-H23 – NCI-H23 lung cancer | 80,000 tested, 4% active | AID 1794731
NCI-H522 – NCI-H522 lung cancer. 78,000 tested, 8% active
RXF 393 – RXF 393 renal cancer cells; 77,000 tested, 6.9% active
CAKI-1 – CAKI-1 renal cancer; 75,000 tested, 4.7% active
A498 – A498 renal cancer cells. 76,000 tested, 5.4% active. AID 1794774
NCI-H226 – NCI-H226 lung cancer | 79,000 tested, 3.5% active
* = called active by the depositor; / = no result given; & = joins results of further samples; [ ] = another dose, or the depositor's remark. The calls were made as follows: active = growth percent below 10; inactive = the rest. Hits appear at their usual frequency. Share with any hit: about 12%.

SMILES | ACHN | NCI/ADR-RES | NCI-H460 | NCI-H23 | NCI-H522 | RXF 393 | CAKI-1 | A498 | NCI-H226
O=C(Nc1c(Cl)cc(Cl)cc1Cl)ON=C1CCCCC1 | 102 | 109 | 111 | 104 | 95 | 116 | 97 | 105 | 99
CN1CCN(CCCOc2cccc3nc(Nc4cc(Cl)cc(Cl)c4)ccc23)CC1 | -5.4* | 6.5* | -37* | 37 | -18* | 39 | 31 | 24 | -11*
COc1ccc(/C=C(/C(C)=O)C(=O)c2ccccc2)cc1 | 97 | 105 | 104 | 100 | / | 98 | / | / | 105
COc1ccccc1NC(=O)c1cccc(-c2cc(=O)c3c(OC)c(OC)c(OC)cc3o2)c1 | 56 | 53 | 59 | 66 | 43 | 71 | 57 | 71 | 63
CCOc1ccccc1/C=C1\CCc2ccccc2C1=O | 96 | 92 | 84 | 96 | 97 | 118 | 91 | 68 | /
Nn1c(-c2ccc(Cl)cc2)nc2c(-c3ccc(Cl)cc3)nc3ccc(Cl)cc3c2c1=O | 4.7* | 52 | -63* | 56 | 49 | 1.1* | 15 | 21 | 1.8*
Cc1ccc([N+](=O)[O-])cc1Br | 98 | 108 | 94 | 110 | 88 | 111 | 101 | 89 | 98
COc1ccc(S(=O)(=O)NCCCNc2nccc(-c3c(-c4cccc(N)c4)nc4sccn34)n2)cc1 | 79 | 95 | 97 | 97 | 101 | 96 | 77 | 91 | 89
CCCCCCCCCCCCN(C)CCCCCCCCCCCC | 99 | 96 | 104 | 95 | / | 91 | 94 | 103 | 100
CCCCOC(=O)C(N)Cc1ccc(OC)cc1 (stereo not given) | 100 | 103 | 107 | 98 | 101 | 114 | 90 | 97 | 99
COc1ccc2ccccc2c1Cc1ccc(N(C)C)cc1Cl | 96 | 100 | 111 | 97 | 100 | 111 | 87 | 104 | 109
Cc1ccc2oc(=O)cc(-c3nnc(N)o3)c2c1 | 99 | 98 | 104 | 94 | 100 | 102 | 90 | 80 | 96
COCOc1cc2c(=O)c(C)c(C(=O)N[C@@H](Cc3ccccc3)C(O)C(=O)NCc3ccccc3)oc2cc1OC (stereo not given in full) | 84 | 88 | -9.9* | 30 | -11* | -17* | 50 | -6.3* | -40*
Nc1c(C(=O)O)nnn1Cc1ccccc1 | 98 | 99 | 104 | 101 | 100 | 100 | 96 | 101 | 93
O=c1oc2ccc(Br)cc2cc1-c1csc(N=Nc2c(O)[nH]c3ccc(Br)cc23)n1 | 103 | 105 | 99 | 101 | 95 | 134 | 92 | / | /
CCc1ccc(NC(=O)Cn2cc(CN3C(=O)c4ccccc4S3(=O)=O)nn2)cc1 | 97 | 96 | 101 | 94 | 97 | 106 | 81 | 99 | 93
COc1cccc(/C=C2\N=C(C)N(CCc3ccc(S(N)(=O)=O)cc3)C2=O)c1 | 107 | 104 | 105 | 102 | 95 | 121 | 79 | 101 | 104
Cc1c(NCC(=O)Nc2nc3ccccc3[nH]2)c(=O)n(-c2ccccc2)n1C | 97 | 101 | 100 | 95 | 100 | 102 | 98 | 74 | /
N#Cc1c(-c2cccnc2)cc(-c2ccc3ccccc3c2)[nH]c1=O | 90 | 75 | 84 | 77 | 66 | 51 | 90 | 111 | 82
Cn1c(=O)c2c(nc3n(-c4ccc(F)cc4)c(Sc4nc(-c5ccccc5)c(C#N)c(=O)[nH]4)cn23)n(C)c1=O | 91 | 96 | 96 | 90 | 80 | 96 | 84 | 53 | 90
CC(NC(=O)c1ccccc1)C(=O)O (stereo not given) | 103&102 | 108&112 | 116&117 | 112&108 | 132&99 | 148&109 | 104&99 | 114 | 111
Cc1c(-c2ccc(C3CCCCC3)cc2)nc2ccc(F)cc2c1C(=O)O | 43 | 46 | 7.2* | 54 | 39 | 74 | -2.2* | 90 | 64
O=C(NN1C(=O)CSC1c1ccc(Cl)cc1)c1ccc(NC(=O)c2ccccn2)cc1 (stereo not given) | 98 | 86 | 103 | 86 | 93 | 125 | 96 | 87 | 99
CCN(CC)C(=O)C(c1ccccc1)S(=O)(=O)N1CCOCC1 (stereo not given) | 115&95 | 115&107 | 107 | 108&97 | 102&103 | 108&92 | 95&102 | 103&116 | 93
c1ccc(CNc2ncn[nH]2)cc1 | 109 | 107 | 100 | 111 | 95 | 111 | 95 | 76 | /
c1coc(CNc2cc(Nc3ccc(OCCN4CCCC4)cc3)ncn2)c1 | 101 | 114 | 105 | 96 | 99 | 82 | 95 | 80 | 84
Nc1ccc(Cc2ccccc2)cc1 | 90 | 98 | 99 | 100 | 77 | 111 | 84 | 90 | 97
O=C1Nc2ccccc2/C1=C\c1c[nH]c2ccc(F)cc12 | 61 | 87 | 92 | 78 | 75 | 86 | 64 | 80 | 79
CC1=C(C)C(=O)C(Nc2ccccc2)=C(Cl)C1=O | 100 | / | 96 | / | 83 | 97 | 96 | 91 | 97
O=C(CN1C(=O)c2ccccc2C1=O)Nc1ccccc1 | 111 | 118 | 108 | 107 | 103 | 101 | 92 | 89 | 97
Clc1ccc(-c2nc(CSc3ccccn3)cs2)cc1 | 102 | 105 | 105 | 102 | 104 | 101 | 94 | 92 | 92
CCOC(=O)CN1C(=O)C(=O)c2ccccc21 | 112&100 | 112&89 | 108&101 | 107&86 | 92&85 | 119&93 | 96&95 | 109 | 100
CC(=O)N(C)c1cccc(C)c1 | 98 | 125 | 105 | 113 | / | 115 | 109 | 83 | 98
CC(C)C[C@H]1N[C@]2(C(=O)Nc3ccccc32)[C@@H](c2ccc(F)cc2)[C@@H]1C(=O)c1ccc(O)cc1 | 80 | 96 | 97 | 92 | 87 | / | 70 | 81 | 93
CCOC(=O)Nc1cc(F)cc(C(F)(F)F)c1F | 109 | 99 | 105 | 96 | 100 | 116 | 94 | 96 | 92
O=CN/N=C/c1ccc(Cl)c([N+](=O)[O-])c1 | 44 | 107 | 8.5* | 27 | / | 40 | 41 | 56 | 35
Nc1ccc2nc(NC(=O)CN3CCCCCC3)sc2c1 | 104 | 103 | 107 | 102 | 102 | 108 | 92 | 107 | 104
CCn1c2ccc(Br)cc2c2c3c(c4c5ccccc5ccc4c21)C(=O)NC3=O | 93 | 100 | 94 | 98 | 78 | 108 | 97 | 100 | 96
COc1ccc(-c2nc(SCC(C)C)nc(N3CCCCC3)c2C#N)cc1 | 102 | 101 | 104 | 103 | 82 | 104 | / | 75 | 96
CCOC(=O)Nc1ccc(Cl)cc1 | 106 | 128 | 102 | 94 | 84 | 128 | 89 | 85 | 105
COc1ccc(-c2cc(-c3nnc(SCC(=O)Nc4ccc(/C(C)=N\O)cc4)o3)c3cc(OC)ccc3n2)cc1 | 102 | 90 | 82 | 84 | 69 | 92 | / | 88 | 88
CC(C(O)c1cccc2ccccc12)N(C)C (stereo not given) | 109 | 106 | 102 | 103 | 102 | 91 | 89 | 98 | 98
NC(=O)c1ccccc1C(=O)c1ccccc1 | 105 | 99 | 100 | 87 | 114 | 101 | 101 | 87 | 104
COC(=O)[C@H](c1ccccc1Cl)N1CCc2sccc2C1 | 90&102 | 96&100 | 108&101 | 85&95 | 100&93 | 112&126 | 81&100 | 98&126 | 111&96
CN1C(=O)N2CN(CC3CC3)CN3C(=S)NC1C23 (stereo not given) | 96 | 100 | 108 | 95 | 84 | 95 | 91 | 104 | 93

Another view of five compounds above:
| SMILES | ACHN | NCI/ADR-RES | NCI-H460 | NCI-H23 | NCI-H522 | RXF 393 | CAKI-1 | A498 | NCI-H226 |
| --- | --- | --- | --- | --- | --- | --- | --- | --- | --- |
| CCOC(=O)Nc1cc(F)cc(C(F)(F)F)c1F | 109 | 99 | 105 | 96 | 100 | 116 | 94 | 96 | 92 |
| O=CN/N=C/c1ccc(Cl)c([N+](=O)[O-])c1 | 44 | 107 | 8.5* | 27 | / | 40 | 41 | 56 | 35 |
| Nc1ccc2nc(NC(=O)CN3CCCCCC3)sc2c1 | 104 | 103 | 107 | 102 | 102 | 108 | 92 | 107 | 104 |
| CCn1c2ccc(Br)cc2c2c3c(c4c5ccccc5ccc4c21)C(=O)NC3=O | 93 | 100 | 94 | 98 | 78 | 108 | 97 | 100 | 96 |
| COc1ccc(-c2nc(SCC(C)C)nc(N3CCCCC3)c2C#N)cc1 | 102 | 101 | 104 | 103 | 82 | 104 | / | 75 | 96 |

Other results
SMILES | ACHN | NCI/ADR-RES | NCI-H460 | NCI-H23 | NCI-H522 | RXF 393 | CAKI-1 | A498 | NCI-H226
C=C(C)[C@@H]1CC[C@]2(C(=O)NCCCCCCN(CCCN)CCCN)CC[C@]3(C)[C@H](CC[C@@H]4[C@@]5(C)CC[C@H](O)C(C)(C)[C@@H]5CC[C@]43C)[C@@H]12 | 84[100 µM] | 101[100 µM] | 79[100 µM] | 75[100 µM] | 91[100 µM] | 87[100 µM] | 86[100 µM] | 135[100 µM] | 93[100 µM]
Cc1ccc(C2CC2Cc2ccc(F)cc2)cc1 (stereo not given) | 104 | 111 | 109 | 111 | 100 | 111 | 94 | 102 | 105
CCOC(=O)C1=C(Nc2ccc(Br)cc2)C(=O)N(CC)C1 | 92 | 93 | 107 | 99 | / | 93 | 88 | 91 | 86
COc1ccc(OC2=CC(=O)c3ccc(C)nc3C2=O)cc1 | 51 | 88 | 86 | 66 | 55 | 89 | 82 | / | /
CCOC(=O)c1c2c(n(-c3ccc([N+](=O)[O-])cc3)c1-c1ccccc1)C=CCC2 | 93 | 88 | 95 | 86 | 76 | 102 | 54 | 90 | 103
COC(=O)C(NC(=O)c1ccccc1)C(C)(C)SCc1ccccc1 (stereo not given) | 96&99 | 101&96 | 120&111 | 105&97 | 95&91 | 109&107 | 98&100 | 102&95 | 96&97
COc1cc(O)cc(C)c1C(=O)O[C@@H]1[C@@H](CO)OC(n2ccc(=O)n(C)c2=O)[C@@H]1OC(C)=O (stereo not given in full) | 93 | 91 | 105 | 89 | 80 | 143 | 88 | 96 | 103
CCCCOCc1ccc(OC)cc1 | 103 | 111 | 109 | 100 | / | 115 | 107 | 90 | 101
O=NC1C(Cl)C2CC1C1C=CCC12 (stereo not given) | 111 | 102 | 103 | 98 | 89 | / | / | 104 | 100
O=[N+]([O-])c1cccc(/C=N/NC(=S)NC23CC4CC(CC(C4)C2)C3)c1 | 50 | 67 | 56 | 87 | 89 | 76 | 90 | 97 | 48
O=C(O)C(=O)c1cccc([N+](=O)[O-])c1 | 105 | 105 | 110 | 100 | 92 | 100 | / | 106 | 98
O=C(Nc1ccc(Br)cc1F)c1cc(Cl)ccc1O | 0.3* | 5.2* | 3.2* | -8.0* | -8.8* | -0.1* | -21* | -70* | /
CCCCCCCC/C=C/CCCCCCCC1=NC(C)(C)CN1CC(C)O (stereo not given) | 28 | 73 | -35* | 67 | / | 15 | 62 | 77 | 90
COc1cc(CNC(=O)Cc2ccccc2)ccc1OCc1cn(-c2ccc(C)c(C)c2)nn1 | 97 | 100 | 104 | 94 | 85 | 113 | 100 | 71 | 81
N=c1ncn(C2OC(CO)C(O)C2O)c2nc(Br)[nH]c12 (stereo not given) | 94 | 105 | / | 94 | 102 | 96 | 104 | 101 | 101

Quoted from the listing, three compounds:
SMILES | ACHN | NCI/ADR-RES | NCI-H460 | NCI-H23 | NCI-H522 | RXF 393 | CAKI-1 | A498 | NCI-H226
CCCCCCCC/C=C/CCCCCCCC1=NC(C)(C)CN1CC(C)O (stereo not given) | 28 | 73 | -35* | 67 | / | 15 | 62 | 77 | 90
COc1cc(CNC(=O)Cc2ccccc2)ccc1OCc1cn(-c2ccc(C)c(C)c2)nn1 | 97 | 100 | 104 | 94 | 85 | 113 | 100 | 71 | 81
N=c1ncn(C2OC(CO)C(O)C2O)c2nc(Br)[nH]c12 (stereo not given) | 94 | 105 | / | 94 | 102 | 96 | 104 | 101 | 101

Next structures
SMILES | ACHN | NCI/ADR-RES | NCI-H460 | NCI-H23 | NCI-H522 | RXF 393 | CAKI-1 | A498 | NCI-H226
ClCCCCOC1CCCCO1 (stereo not given) | 113 | 100 | 114 | 103 | 116 | 100 | 102 | 112 | 102
COc1cc(/C=C/C(=O)/C=C/c2ccc(-n3ccnc3C)cc2)ccc1O | 59 | 102 | 81 | 64 | 81 | 48 | 96 | 79 | 89
C=C1C(=O)O[C@H]2[C@H]1CC/C(COC(=O)NCc1c[nH]c3ccccc13)=C\CC[C@@]1(C)O[C@@H]21 | -36* | 79 | 75 | 68 | -35* | 17 | / | 102 | 89
Cc1cccc2cc(-c3cc(-c4ccccc4)nc(N)n3)c(Cl)nc12 | 86 | 97 | 101 | 90 | 75 | 92 | 58 | 123 | 90
O=C(c1ccc2ccccc2c1)c1nn(-c2ccccc2)c2nc3nc(-c4cc5ccccc5o4)cc(-c4c[nH]c5ccccc45)c3c(=O)n12 | 82 | 94 | 92 | 84 | 83 | 86 | / | 88 | 94
Nc1nc(-c2cccc(Cl)c2)cc(-c2cc3cc(Br)ccc3oc2=O)n1 | 86 | 86 | 84 | 83 | 100 | 103 | 75 | / | 83
CC(=O)/C(C)=N/O | 102&112 | 101&106 | 107&108 | 102&102 | 126&99 | 103&112 | 106&105 | 96&110 | 100&105
N#CC1=C(N)Oc2cc(N)ccc2C1c1cc2ccccc2n2nnnc12 (stereo not given) | 86 | 96 | 90 | 98 | 82 | 85 | 89 | 104 | 90
COc1ccc2c(O)c(/C=C3\N=Nc4nc(C)ccc43)oc2c1CC1CCNCC1 | 69 | 104 | 79 | 67 | 43 | -0.2* | 83 | 45 | 58
CNC(=O)c1cc(N2CCc3cc(NC(=O)Nc4ccc(N5CCOCC5)c(C(F)(F)F)c4)ccc32)ccn1 | 26 | 17 | 9.8* | 19 | 46 | -6.8* | 44 | 60 | 35
O=C1N=C(N2CCCCC2)S/C1=C\c1cn(-c2ccccc2)nc1-c1ccccc1 | 107 | 102 | 109 | 105 | / | 111 | 104 | 106 | 112
O=C(O)CCc1ccc(O)c(O)c1 | 97 | 101 | 107 | 102 | 152 | / | 97 | 97 | 92
CC(C)(C)C(=O)CC(c1ccccc1)c1ccccc1 | 110 | 105 | 106 | 100 | 98 | 99 | 100 | 107 | 94
O=C1CSC(=Nc2ccccc2F)N1 | 101 | 103 | 106 | 98 | 95 | 110 | 94 | 103 | 99
CSc1ncnc(SC)c1Cl | / | 97 | 108 | 97 | 69 | 101 | / | 104 | 103

Screens from PubChem BioAssay.
